NTR1 agonist – agonists of NTR1, primary screen, imaging, U2OS cells, beta-arrestin-GFP, high content (AID 493036); P30989; NTR1-U2OS beta-arrestin-GFP spot imaging, agonist mode; activation, % at 20 µM; actives 0.17% (n = 330,000);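 active = activation at or above 40% of the spot to cytoplasm intensity ratio, with at least 20 cells analyzed; inconclusive = wells under 20 cells, flagged as cytotoxic or low count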;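 also: 0% = DMSO without peptide and 100% = 100 nM NTR1 peptide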
Target sequence (P30989 whole entry, looked up): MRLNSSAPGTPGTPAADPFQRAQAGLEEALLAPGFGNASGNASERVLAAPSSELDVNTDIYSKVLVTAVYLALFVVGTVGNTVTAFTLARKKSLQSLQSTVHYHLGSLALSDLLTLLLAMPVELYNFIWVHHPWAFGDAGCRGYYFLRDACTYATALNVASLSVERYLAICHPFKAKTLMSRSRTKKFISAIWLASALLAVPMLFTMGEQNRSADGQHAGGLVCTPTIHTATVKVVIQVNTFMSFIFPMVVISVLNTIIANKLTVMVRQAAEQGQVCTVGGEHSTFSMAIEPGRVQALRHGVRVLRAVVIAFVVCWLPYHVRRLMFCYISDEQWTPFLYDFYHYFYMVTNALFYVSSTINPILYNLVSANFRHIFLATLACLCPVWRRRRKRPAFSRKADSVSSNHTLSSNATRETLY
Myeloid diff MLP – promotes myeloid progenitor differentiation; ER-HoxA9 myeloid progenitors, lysozyme-GFP differentiation, flow cytometry; calls only at 10 µM; actives 1% (n = 360,000);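 active = normalized GFP-positive differentiation at or above the plate's own cutoff, the solvent-only control mean plus 3 SD; inconclusive = no clear call, values can overlap the other calls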;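 also: cells exposed to compound for four days before flow analysis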
Salmonella PhoP GFP – PhoP-dependent GFP reporter repression – Salmonella Typhimurium, primary screen (AID 1863) | S. Typhimurium PhoP-regulated promoter GFP reporter, 4 h; higher % means a stronger effect | one-dose inhibition, % at 50 µM; IC50 in µM for titrated hits | actives 0.16% (n = 300,000);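 active = inhibition over 29.93%, a cutoff 3 SD above the screen mean, later confirmed by dose response; inconclusive = inhibition over 29.93% but no dose response follow-up; inactive = inhibition at most 29.93% or unconfirmed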;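 also: 0% = low Mg2+ inducing control and 100% = high Mg2+ repressing control; strong numbers were not always called active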
K1F lysis inhibition – protection from phage-mediated lysis, alamar blue read-out – E. coli UTI89, K1F phage, bacterial capsule biogenesis inhibitors (AID 488966); E. coli UTI89 K1F phage lysis, alamar blue, 2 h; higher % means a stronger effect; inhibition, % at 100 µM, or IC50 in µM where a hit was titrated; actives 0.02% (n = 340,000);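 active = phage lysis inhibition, versus mean bacterial control, above a set limit; inconclusive = no clear call, values can overlap the other calls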;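 also: capsule biogenesis inhibitors block K1F phage lysis so surviving cells raise fluorescence; higher fluorescence means more inhibition of phage lysis; actives were called in the ten point dose series up to 300 µM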
T cell modulator – T cell immune modulators affecting CD8 T cell-vesicle binding; 2C CD8+ T cell-vesicle binding, flow cytometry; stronger effect = lower value; calls only at 7 µM; actives 0.068% (n = 330,000); AID 2052;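 active = response, share of CD8 T cells binding vesicles, and their 90th percentile fluorescence all below set limits, cut at about 80% in these data, passing the limit was not always enough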
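Material: murine 2C transgenic CD8+ T lymphocytes / Also added: QL9-peptide-loaded Drosophila micro-vesicles bearing Ld, ICAM-1 and B7-1 / Schedule: binding step 1.5 h, 37 °C, antibody labelling 20 min, ice / Signal: flow cytometry, PE anti-B7-1 (FL2) versus Alexa647 anti-CD8 (FL8), PFA-fixed / Evaluation: percent CD8+ FL2 mean versus row control / Benchmarks: naked versus QL9-loaded vesicles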
MgcRacGAP inhibition – MgcRacGAP GTPase-activating activity inhibitors, confirmation, biochemical, ADP Hunter fluorescence. MgcRacGAP-stimulated Rac1 GTP hydrolysis, ADP Hunter fluorescence; higher % means a stronger effect; GST-tagged Rac1 F28L mutant substrate. inhibition, % at 30 µM; hits with a dose series show IC50 in µM. actives 0.6% (n = 340,000);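 active = first-screen hits whose inhibition reached a set limit at any dose in the follow-up dose series; inconclusive = inhibition above the set first-screen limit but never retested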;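 also: fluorescence reports GDP produced by GAP-driven GTP hydrolysis; strong numbers were not always called active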
Large T inhibition – TAg ATPase/helicase activity blockers – biochemical (AID 1903); SV40 large T antigen ATPase/helicase inhibition assay; higher % means a stronger effect; one-dose inhibition, % at 20 µM; IC50 in µM for titrated hits; actives 0.39% (n = 310,000); in the data active = a potency from the dose series; inconclusive = inhibition mostly from about 32% at the one dose, without a potency; inactive = the rest, 99 in 100 with inhibition below about 32%; also: strong numbers were not always called active
TNAP activators – human TNAP enzyme activators, primary screen, biochemical, luminescent, no phosphate acceptor, uHTS (AID 1001). actives 0.03% (n = 200,000). activation fold at 20 µM, or EC50 in µM where a hit was titrated. purified TNAP, luminescent activation assay, no phosphate acceptor; higher activation fold means a stronger effect; in the data active = activation fold from about 3, or a potency from the dose series; inactive = the rest, 99 in 100 with activation fold below about 1.6; also: many of its hits are not listed in these tables
RSV CPE inhibition – RSV antiviral activity via CPE protection, HEp-2 cells, primary 10 µM value included (AID 2391). actives 0.13% (n = 310,000). HEp-2 cells, RSV-induced CPE inhibition; higher % means a stronger effect. CPE inhibition, % at 10 µM, or IC50 in µM where a hit was titrated; in the data active = a potency from the dose series; inconclusive = CPE inhibition mostly from about 23% at the one dose, without a potency; inactive = the rest, 99 in 100 with CPE inhibition below about 21%; also: strong numbers were not always called active
T cell modulator vesicle-bound % – recorded beside T cell modulator, whose call it bears; double positive events, %; measured here: CD8+ vesicle-bound cell fraction;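 binding gate set so that unloaded-vesicle control wells show 10% double positive cells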
NTR1 agonist cell count 20 µM – recorded beside NTR1 agonist, whose call it bears; cell count; measured here: cell count, cytotoxicity flag
Myeloid diff MLP GFP+ MAC1+ % – also measured in Myeloid diff MLP; calls as there; GFP+ MAC1+ double positive, %; measured here: differentiation confirmed by MAC1 staining
Starred values were filed as active, the others as inactive; i = inactive; ? = inconclusive; nt = not tested or not shown; & = joins results of further samples; [ ] = remark or other dose.

SMILES	NTR1 agonist	NTR1 agonist cell count 20 µM	Myeloid diff MLP	Myeloid diff MLP GFP+ MAC1+ %	Salmonella PhoP GFP	K1F lysis inhibition	T cell modulator	T cell modulator vesicle-bound %	MgcRacGAP inhibition	Large T inhibition	TNAP activators	RSV CPE inhibition
CC(NCc1ccc2c(c1)OCO2)C(=O)N1CCc2ccccc21 (centres undefined)	0.2	59	i	0.2	15%	1.5%	i	6	1%	14%	1.1	0.9%
O=C(Nc1ccc(N2CCCC2)c(S(=O)(=O)Nc2cccc(C(F)(F)F)c2)c1)c1cccs1	6.4	38	i	0.6	1%	-0.3%	i	45	7%	10%	1.1	18%
CC(C)c1nc(Cl)c(C#N)c2c1CSC(C)(C)C2	2.7	82	i	1.0	-8%	0.1%	i	48	10%	5%	1	5.0%
O=C1CCN(Cc2ccccc2)CCN1[C@H](CO)c1ccccc1	-1.0	67	i	0.6	2%	1.9%	i	19	6%	11%	nt	-0.3%
CSc1cccc(CN2CCCC(CNC(=O)c3ccco3)C2)c1 (centres undefined)	-0.3	64	i	0.4	5%	0.2%	i	64	8%	8%	nt	-0.5%
CC(C)(C)NC(=O)CN(C(=O)CCN1CCCc2ccccc21)C(C)(C)C	0.3	49	i	1.1	-5%	6.4%	i	12	6%	28%	1.1	-2.8%
O=C1C(=O)N(CCN2CCOCC2)C(c2ccc(Cl)cc2)/C1=C(/O)c1ccc(S(=O)(=O)N2CCOCC2)cc1 (centres undefined)	2.4	50	i	0.6	10%	0.0%	i	23	6%	-1%	nt	0.4%
CC1CCCCC1NC(=O)CC1Oc2ccccc2NC1=O (centres undefined)	1.9	41	i	2.0	11%	-8.4%	i	58	-7%	15%	1.1	-0.2%
CCOCC(=O)Nc1nnc(SCCOC)s1	-0.2	77	i	0.9	-4%	0.2%	i	50	3%	2%	1.1	0.8%
Cc1ccc(CNC(=O)C2CCC(=O)N(CCc3cccc(F)c3)C2)s1 (centres undefined)	1.3	67	i	0.9	nt	0.5%	nt	nt	7%	nt	nt	nt
CCc1ccc2oc(-c3cc(N)ccc3Cl)nc2c1	1.8	83	i	0.7	-3%	3.8%	i	46	13%	-1%	1	44%
COC(=O)NNC(=S)NCc1ccc(C)cc1	0.0	58	i	0.3	4%	3.5%	i	32	13%	6%	0.9	1.0%
CN(C(=O)c1ccccc1)C1(C)CCS(=O)(=O)C1 (centres undefined)	1.9	51	i	0.7	0%	0.2%	i	37	-9%	4%	1.1	2.1%
CCc1ccc(S(=O)(=O)Nc2ccc(C)c(NS(C)(=O)=O)c2)cc1	-1.5	50	i	0.1	-4%	nt	i	59	nt	8%	nt	nt
CCc1nc(SCC(=O)Nc2ccccc2OC)n[nH]1	-2.7	54	i	0.5	2%	0.1%	i	25	4%	5%	nt	4.3%
Cc1cccc(C(=O)N/N=C/c2ccc[nH]2)c1	2.4	63	i	0.8	5%	4.8%	i	52	9%	9%	1.1	1.8%
CN(C)C(CNC(C(=O)Nc1ccc(F)cc1)c1ccccc1)c1ccccc1 (centres undefined)	1.4	57	i	0.6	5%	0.3%	i	45	3%	2%	nt	-0.9%
C=CCn1c(SCC(=O)C(C)(C)C)nnc1-c1ccccn1	0.6	53	i	0.4	-4%	1.7%	i	19	5%	4%	1.1	1.7%
Cc1noc(C)c1CSCC(=O)Nc1nc(-c2ccc(F)c(F)c2)cs1	20	50	i	1.6	9%	0.2%[50 µM]	i	31	0%	22%	nt	?
FC(F)(F)c1cc(-c2ccccn2)nc2cc(-c3ccccc3)nn12	4.7	48	i	0.5	-11%	1.3%	i	55	11%	9%	nt	1.8%
COc1ccc(C(=O)Nc2cccc(NC(=O)c3cccs3)c2)cc1OC	1.7	52	i	0.7	-1%	0.2%	i	54	9%	-1%	nt	3.3%
COc1ccccc1CNC(=O)c1ccc2c(c1)OCO2	-0.5	37	i	0.6	2%	0.3%	i	33	1%	6%	nt	2.5%
COc1ccc(OC)c(/C=N/NC(=O)CCCC(=O)Nc2cccc(Br)c2)c1	4.6	52	i	1.1	-4%	-2.9%	i	10	-1%	-1%	1.1	1.6%
COc1cc(C=O)ccc1OS(=O)(=O)c1ccc(NC(C)=O)cc1	-1.2	53	i	1.1	-9%	0.9%[50 µM]	i	41	1%	9%	1	1.5%
Cc1cccc(CSC2=NCCN2C(=O)c2ccc(Br)o2)c1	6.9	61	i	2.3	7%	4.2%	i	44	2%	1%	1.1	3.2%
CC1(C)CN(c2ccc(C(=O)c3ccccc3)cc2)C1=O	-0.2	88	i	0.0	-3%	0.2%	i	46	4%	12%	1	0.1%
O=C(COc1ccccc1)NCC1(N2CCCCC2)CCCCC1	0.0	50	i	0.6	1%	1.4%	i	31	-6%	0%	1	0.1%
C[N+]1(C)CCC(=C2c3ccccc3CC(=O)c3sccc32)CC1	2.4	69	i	1.0	9%	0.4%	i	22	4%	-10%	1	-0.5%
CCCCN(C)C(=O)CS(=O)(=O)Cc1nc(-c2cccc(OC)c2)oc1C	2.2	69	i	1.5	6%	0.0%	i	13	3%	-2%&-6%	1.1	1.2%
Cc1nn(-c2ccccc2)c(-c2ccccc2)c1C(=O)O	-0.7	42	i	0.9	-10%	1.9%	i	51	0%	6%	1.1	1.4%
Cc1cccc(CSc2nc3c(c(-c4cccs4)c2C#N)CN(C)CC3)c1	3.3	44	i	0.6	12%	3.4%	i	32	2%	16%	1.1	0.8%
O=C(COC(=O)c1nc(Cl)ccc1Cl)Nc1ccc(Cl)cc1	2.7	56	i	1.7	nt	0.5%[50 µM]	i	29	2%	nt	nt	0.2%
Cn1cc(CC(=O)Nc2cccc(C#N)c2)c2ccccc21	0.7	45	i	1.3	-5%	-0.2%	i	64	-17%	10%	1.1	3.3%
O=C(c1ccc2c(=O)n(Cc3ccc(Cl)cc3)c(=S)[nH]c2c1)N1CCOCC1	2.5	56	i	4.5	3%	3.8%	i	27	9%	9%	nt	18%
CSc1ccccc1NC(=O)c1c(Br)cnn1C	-0.1	56	i	0.8	-4%	0.2%	i	54	3%	4%	1	0.8%
CCOC(=O)c1cc(S(=O)(=O)N2CCN(C3CCCCC3)CC2)cn1C	-0.3	45	i	5.1	-8%	-0.1%	i	12	-6%	nt	nt	0.5%
CCc1ccc(N2CC(C(=O)Nc3cc(C)on3)CC2=O)cc1 (centres undefined)	1.0	55	i	0.8	-2%	-0.3%	i	55	-4%	7%	1	1.1%
COc1ccc(OC)c(NC(=S)N2c3ccccc3CC2C)c1 (centres undefined)	0.4	63	i	2.1	-3%	-1.0%[50 µM]	i	25	6%	4%	nt	2.9%
Cc1ccccc1C1CC(c2ccc(Br)cc2)Nc2nc(N)nn21 (centres undefined)	1.1	61	i	2.0	21%	-0.9%	i	39	-8%	7%	1	1.0%
O=C(O)CC/C(=C\c1cc2c(cc1Br)OCO2)c1nc2ccccc2s1	-0.4	43	i	0.5	13%	-0.6%	i	32	8%	15%	nt	1.2%
COc1ccc(-c2cn3c(C)c(C(=O)NCc4ccc5c(c4)OCO5)sc3n2)cc1	1.1	87	i	1.3	nt	-0.2%	i	9	9%	12%	nt	1.5%
Cc1ccc(CN(N=Nc2nonc2N)c2nonc2N)c(C)c1	5.5	81	i	1.0	6%	-0.1%	i	37	10%	10%	nt	22%
Cc1ccc(C(=O)NC2CC3CCCC(C2)N3C(=O)NC2CCCCC2)cc1 (centres undefined)	0.1	85	nt	nt	6%	nt	nt	nt	nt	7%	1.1	nt
COC(=O)c1ccc(CNCC(=O)Nc2ccc(C(=O)OC)cc2)cc1	-1.1	81	i	0.3	23%	0.1%	i	45	0%	-45%	1.1	0.6%
Cc1cc(C)cc(OCC(=O)Nc2nonc2NC(=O)COc2cc(C)cc(C)c2)c1	-0.3	88	i	0.6	-9%	-0.1%	i	36	5%	-8%	1.7	-0.1%
CC1CCCCN1C(=O)CSCC(=O)Nc1nc(-c2cccs2)cs1 (centres undefined)	-0.7	62	i	2.3	2%	0.1%	i	50	2%	20%	1.1	-0.3%
O=C(Cn1cc2c(n1)CCCC2)NCc1cccc(Cl)c1	-2.1	69	i	8.7	-3%	0.3%	i	22	2%	8%	1	-0.6%
Cc1ccc(NS(=O)(=O)c2ccc(-n3cccn3)cc2)nc1	0.8	64	i	0.4	-8%	0.2%	i	22	5%	-6%	nt	1.3%
O=c1[nH]c(/C=C/c2ccc3c(c2)OCO3)c([N+](=O)[O-])c(=O)[nH]1	1.0	51	nt	nt	-10%	nt	i	24	nt	7%	0.9	-1.8%
CCc1ccc(NC(=O)C2CCN(S(=O)(=O)c3c(C)noc3C)CC2)cc1	0.3	55	i	0.0	2%	0.3%	i	35	13%	6%	nt	1.4%
O=C(CCc1nnc(COc2ccccc2)o1)NCc1ccccc1C(F)(F)F	0.0	37	i	0.3	1%	0.0%	i	22	8%	15%	1	-0.6%
O=C(c1cccc(Cl)c1)N1CCN(Cc2c[nH]c3ccccc23)CC1	-0.7	46	i	0.6	-2%	-1.0%	i	59	13%	9%	1.1	1.2%
COc1cccc(NC(=O)CNC(=O)c2ccc(F)cc2)c1	-1.0	43	i	0.8	-2%	0.1%	i	52	0%	1%	1.1	1.0%

Ordered by the number under Salmonella PhoP GFP (falling): 3 from the list above.
Structure,Myeloid diff MLP GFP+ MAC1+ %,Salmonella PhoP GFP,T cell modulator,T cell modulator vesicle-bound %,MgcRacGAP inhibition,Large T inhibition,TNAP activators,RSV CPE inhibition
CCc1ccc(NC(=O)C2CCN(S(=O)(=O)c3c(C)noc3C)CC2)cc1,0.0,2%,i,35,13%,6%,nt,1.4%
O=C(c1cccc(Cl)c1)N1CCN(Cc2c[nH]c3ccccc23)CC1,0.6,-2%,i,59,13%,9%,1.1,1.2%
O=c1[nH]c(/C=C/c2ccc3c(c2)OCO3)c([N+](=O)[O-])c(=O)[nH]1,nt,-10%,i,24,nt,7%,0.9,-1.8%

Screening data from PubChem BioAssay.
